High-throughput results deposited in PubChem BioAssay by Sanford-Burnham Center for Chemical Genomics.
TIM10 inh = growth inhibitors of isogenic TIM10 control yeast, primary screen, counter-screen for tim10-1 yeast inhibitor project, luminescence, uHTS | inhibition, % at 10 µM | 330,000 tested, 1.4% active | S. cerevisiae TIM10 strain growth, BacTiter-Glo luminescence, 24 h;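 active = inhibition of 40% or more at the single tested concentration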;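 also: wild-type TIM10 isogenic control strain grown at permissive 25 °C; 0% = DMSO yeast wells and 100% = minimal medium wells without yeast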
tim23-1 inh = growth inhibitors of tim23-1 mutant yeast, primary screen, luminescence, uHTS; inhibition, % at 20 µM; AID 463212, 2010; S. cerevisiae tim23-1 growth, BacTiter-Glo luminescence, 24 h; 330,000 tested, 1.3% active;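 active = growth inhibition of the mutant yeast at or above 50%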;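 also: temperature-sensitive mutant grown at 25 °C; plate controls were DMSO-treated mutant yeast for no effect and medium wells lacking yeast for full effect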
Mdm2 MdmX PPI = inhibitors of human Mdm2-MdmX association, primary screen, cell-based, luminescence, split luciferase, SaOS-2, uHTS. SaOS-2 split-luciferase Mdm2/MdmX complementation. inhibition, % at 8 µM. Protein Mdm4 (Homo sapiens) + E3 ubiquitin-protein ligase Mdm2 (Homo sapiens), …. AID 485346, 2010. 330,000 tested, 3% active;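 active = inhibition of at least 50% at 8 µM in the primary screen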
CHOP UPR activ = activators of apoptotic CHOP UPR arm, primary screen, cell-based, CHO-CHOP luciferase reporter, luminescence, uHTS | UPR activation; percent of tunicamycin response over DMSO baseline | activation, % at 10 µM | 330,000 tested, 0.34% active;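 active = at 10 µM dose, activation of 40% or more, normalized to positive control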;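 also: 100% = tunicamycin at 10 µg/mL and 0% = DMSO alone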
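System: CHO CHOP reporter cells. Amount: 500 cells per well. Buffer or medium: F12 medium, 10% FBS. Compound dosing: one dose, 10 µM in 0.5% DMSO. Incubation: 6 h compound exposure at 37 °C after overnight seeding. Technique: Steady-Glo luciferase luminescence. Benchmarks: tunicamycin and DMSO controls.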
tim10-1 inh = growth inhibitors of tim10-1 mutant yeast, primary screen, luminescence, uHTS. S. cerevisiae tim10-1 ts strain growth, BacTiter-Glo, 24 h. inhibition, % at 20 µM. 330,000 tested, 2.2% active. AID 463190, 2010;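 active = inhibition of at least 40%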;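 also: mutant grown at 25 °C; 0% = DMSO wells with yeast and 100% = wells holding no yeast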
UPR XBP1 act = activators of adaptive XBP1 UPR arm, primary screen, cell-based, CHO-XBP1 luciferase reporter, luminescence, uHTS; IRE1-XBP1 UPR activation; percent of tunicamycin response, DMSO as zero; activation, % at 20 µM; 330,000 tested, 0.33% active;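 active = versus positive control, 20 µM dose yields 30% or more activation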;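 also: 100% = tunicamycin at 10 µg/mL and 0% = DMSO only wells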
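Material: CHO cell line with stable XBP1 luciferase reporter; buffer or medium: F12 medium containing 10% fetal bovine serum; compound: single point, 20 µM final compound, 1% DMSO; incubation: 6 h treatment, 37 °C; measured by: glow luminescence from Steady-Glo reagent; evaluation: activation, % of tunicamycin; control set: tunicamycin high, DMSO low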
APJ agonist = agonists of human apelin receptor APJ, primary screen, CHO-K1 cells, PathHunter beta-arrestin, luminescence | P35414 | 0% DMSO wells, 100% apelin | activation, % at 20 µM | 330,000 tested, 0.11% active;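 active = activation more than six SD over the plate average, tested at 20 µM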;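 also: 0% = DMSO alone and 100% = apelin-13 at 10 nM; some results filed as inactive read as strong as hits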
Target sequence (P35414 whole entry, looked up): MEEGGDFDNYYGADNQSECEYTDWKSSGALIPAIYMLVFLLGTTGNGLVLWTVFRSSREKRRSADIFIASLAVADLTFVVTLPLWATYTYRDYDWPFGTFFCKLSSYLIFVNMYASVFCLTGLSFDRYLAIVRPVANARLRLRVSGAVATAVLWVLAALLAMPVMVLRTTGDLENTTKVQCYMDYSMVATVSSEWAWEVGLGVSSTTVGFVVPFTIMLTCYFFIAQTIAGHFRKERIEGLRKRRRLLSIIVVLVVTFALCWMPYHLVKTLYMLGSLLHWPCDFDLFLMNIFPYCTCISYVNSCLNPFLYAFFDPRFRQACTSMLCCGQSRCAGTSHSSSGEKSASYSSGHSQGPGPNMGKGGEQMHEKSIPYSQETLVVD
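Assay system: CHO-K1 cells stably expressing ProLink-tagged human APJ and arrestin–beta-gal acceptor. Compound dosing: 20 µM single point, 1% DMSO. Times: 16-18 h seeding, 90 min dark compound exposure, 60 min detection. Detection: beta-gal luminescence. Evaluation: APJ–arrestin association signal. Controls: negative DMSO alone, positive Apelin-13 at 10 nM.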
GRIN3A LBD mod = binders of NR3A ligand-binding domain, primary screen, biophysical, differential scanning fluorimetry, uHTS; Glutamate receptor ionotropic, NMDA 3A (GRIN3A) ligand-binding domain; AID 1259313, 2017; NR3A LBD differential scanning fluorimetry, Tm shift; 0% = protein alone, 100% = glycine-bound protein; Tm shift relative to glycine control, % at 25 µM; 340,000 tested, 2.5% active;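 active = melting temperature shift of at least 10% of the positive control shift, at one fixed dose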
NALP3 yeast inh = NALP3 inflammasome inhibitors in reconstituted yeast, primary screen, luminescence, uHTS. Yeast reconstituted NLRP3/ASC/caspase-1, beta-gal luminescence, 24 h. inhibition, % at 10 µM. 330,000 tested, 0.39% active;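 active = inhibition of 50% or more; inactive = inhibition below 50%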;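 also: plate controls were induced DMSO wells for no effect and uninduced yeast grown without galactose for full effect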
The depositor's hits bear a star. Hits appear at their usual frequency; 8.2% or so of the library scored in one or more.

`Cc1cc(Cl)ccc1OC(C)C(=O)Nc1ccc(C(=O)Nc2ccccc2C(=O)O)cc1` (stereo not drawn) gave TIM10 inh -4.5, tim23-1 inh 1.3, Mdm2 MdmX PPI 26.9, CHOP UPR activ 0.5, tim10-1 inh -8.2, UPR XBP1 act -4.6, APJ agonist -3.7, GRIN3A LBD mod 14.6* and NALP3 yeast inh -0.7.
`Cc1ccc(N(CC(=O)NC2CCCCC2)C(=O)CNC(=O)c2ccco2)c(C)c1` gave TIM10 inh 11.8, tim23-1 inh 6.1, Mdm2 MdmX PPI -11.2, CHOP UPR activ 1.3, tim10-1 inh -14.1, UPR XBP1 act -4.0, APJ agonist -0.4, GRIN3A LBD mod -0.7 and NALP3 yeast inh 1.7.
CCOc1ccc(CCNC(=O)COC(=O)/C=C/c2ccc(C)o2)cc1OCC was read as TIM10 inh 15.5, tim23-1 inh 25.5, Mdm2 MdmX PPI 12.7, CHOP UPR activ -1.0, tim10-1 inh 25.8, UPR XBP1 act -1.2, APJ agonist -3.6, GRIN3A LBD mod 0.6 and NALP3 yeast inh 10.9.
Screening COc1ccc(Br)cc1/C=N/Nc1ccc(Cl)c(C(=O)O)c1 returned TIM10 inh -7.7, tim23-1 inh 9.8, Mdm2 MdmX PPI -11.6, CHOP UPR activ -0.4, tim10-1 inh 4.8, UPR XBP1 act -0.3, APJ agonist -6.5, GRIN3A LBD mod -7.4 and NALP3 yeast inh 5.9.
CCN(CC)CCn1c(=N)n(CCOc2ccccc2)c2ccccc21 was read as TIM10 inh -15.5, tim23-1 inh -24.1, Mdm2 MdmX PPI 50.0*, CHOP UPR activ -0.3, tim10-1 inh 2.3, UPR XBP1 act -0.5, APJ agonist -3.6, GRIN3A LBD mod -1.6 and NALP3 yeast inh -3.2.
For Cc1ccc(NC(=S)NCCN2CCOCC2)cc1F the results were TIM10 inh -21.6, tim23-1 inh 9.9, Mdm2 MdmX PPI 16.1, CHOP UPR activ -0.1, tim10-1 inh 4.8, UPR XBP1 act -2.6, APJ agonist -5.5, GRIN3A LBD mod 0.1 and NALP3 yeast inh 0.1.
For CCOc1ccc(S(=O)(=O)NCCC2=CCCCC2)c2ccccc12 the results were TIM10 inh 23.0, tim23-1 inh 16.4, Mdm2 MdmX PPI 19.6, CHOP UPR activ 1.6, tim10-1 inh 19.3, UPR XBP1 act -4.0, APJ agonist -6.6, GRIN3A LBD mod -5.8 and NALP3 yeast inh -0.1.
`COc1ccc(-c2csc(Nc3ccc(S(=O)(=O)Nc4cc(OC)nc(OC)n4)cc3)n2)cc1` gave TIM10 inh 12.1, tim23-1 inh 13.1, Mdm2 MdmX PPI 10.1, CHOP UPR activ 2.6, tim10-1 inh 14.8, UPR XBP1 act 0.4, APJ agonist 0.5, GRIN3A LBD mod 9.8 and NALP3 yeast inh 1.7.
For CCOc1ncccc1C(=O)NCc1ccccc1 the results were TIM10 inh 6.3, tim23-1 inh 7.9, Mdm2 MdmX PPI 5.0, CHOP UPR activ -0.2, tim10-1 inh 21.7, UPR XBP1 act 0.1, APJ agonist -2.9 and NALP3 yeast inh 0.9.
`Cc1ccc(-c2nc(CS(=O)(=O)CC(=O)NC3CC3)c(C)o2)cc1` gave TIM10 inh 1.4, tim23-1 inh 6.9, Mdm2 MdmX PPI 20.1, CHOP UPR activ 1.6, tim10-1 inh -10.0, UPR XBP1 act -0.4, APJ agonist 4.5, GRIN3A LBD mod 3.0 and NALP3 yeast inh -0.7.
`CCN(CC)S(=O)(=O)c1ccc(NC(=O)COC(=O)c2ccc(-n3nc(C)cc3C)cc2)cc1` gave TIM10 inh 1.7, tim23-1 inh 23.6, Mdm2 MdmX PPI 16.7, CHOP UPR activ -1.6, tim10-1 inh 9.8, UPR XBP1 act -1.8, APJ agonist -3.8, GRIN3A LBD mod -1.8 and NALP3 yeast inh 9.7.
Screening Cc1cccc(NC(=O)c2cccc(NC3=NC4CS(=O)(=O)CC4S3)c2)c1 (stereo not drawn) returned TIM10 inh -2.7, tim23-1 inh -2.9, Mdm2 MdmX PPI 18.5, CHOP UPR activ -2.6, tim10-1 inh -15.0, UPR XBP1 act 1.1, APJ agonist -2.3, GRIN3A LBD mod -2.5 and NALP3 yeast inh 13.8.
CC(NS(=O)(=O)c1ccc(OCC(=O)N2CCOCC2)c(Cl)c1)c1ccccc1 (stereo not drawn) was read as TIM10 inh 6.5, tim23-1 inh -3.5, Mdm2 MdmX PPI 18.4, CHOP UPR activ -3.3, tim10-1 inh -3.8, UPR XBP1 act -2.5, APJ agonist -0.2, GRIN3A LBD mod -8.8 and NALP3 yeast inh 10.2.
O=C1CN(C(=O)OCc2ccccc2)c2ccccc2N1 was read as TIM10 inh 3.1, tim23-1 inh 17.7, Mdm2 MdmX PPI -64.7, CHOP UPR activ 3.6, tim10-1 inh 14.3, UPR XBP1 act 1.8, APJ agonist 12.0, GRIN3A LBD mod 0.5 and NALP3 yeast inh 11.4.
For Cc1ccc2c(c1)c1c3n2CCN(C=O)C3CCC1 (stereo not drawn) the results were TIM10 inh -1.2, tim23-1 inh 14.1, Mdm2 MdmX PPI -6.2, CHOP UPR activ 4.1, tim10-1 inh -3.3, UPR XBP1 act -2.4, APJ agonist 1.0, GRIN3A LBD mod -1.1 and NALP3 yeast inh 19.0.
For c1ccc(-n2nnnc2SCc2cn3cccnc3n2)cc1 the results were TIM10 inh -1.4, tim23-1 inh 11.8, Mdm2 MdmX PPI -16.1, CHOP UPR activ -1.1, tim10-1 inh -1.6, UPR XBP1 act -2.5, APJ agonist 1.7, GRIN3A LBD mod 1.5 and NALP3 yeast inh 14.5.
`COC(=O)c1c(NC(=O)c2ccco2)sc2c1C(C(=O)OC)CC2` (stereo not drawn) gave TIM10 inh -0.5, tim23-1 inh 20.2, Mdm2 MdmX PPI 24.8, CHOP UPR activ -1.5, tim10-1 inh 3.5, UPR XBP1 act -1.3, APJ agonist -1.8, GRIN3A LBD mod 0.6 and NALP3 yeast inh 11.8.
Screening O=C(O)c1ccc2c(=O)n3c(nc2c1)/C(=C/c1ccc(OC(F)F)cc1OC(F)F)CC3 returned TIM10 inh -5.0, tim23-1 inh 15.8, Mdm2 MdmX PPI -1.3, CHOP UPR activ 1.3, tim10-1 inh 19.7, UPR XBP1 act -3.7, APJ agonist -1.0, GRIN3A LBD mod 4.9 and NALP3 yeast inh 12.2.
`CCNc1ccc(S(N)(=O)=O)cc1[N+](=O)[O-]` gave TIM10 inh -4.0, tim23-1 inh 8.2, Mdm2 MdmX PPI -27.6, CHOP UPR activ 2.0, tim10-1 inh 10.6, UPR XBP1 act -1.9, APJ agonist -0.8, GRIN3A LBD mod -2.9 and NALP3 yeast inh 14.5.
c1ccc(-c2noc(C34CC5CC(CC(C5)C3)C4)n2)cc1 was read as TIM10 inh 7.9, tim23-1 inh 21.9, Mdm2 MdmX PPI 6.9, CHOP UPR activ 2.6, tim10-1 inh 16.4, UPR XBP1 act -5.7, APJ agonist -2.7, GRIN3A LBD mod 1.5 and NALP3 yeast inh 15.6.
Screening CCOC(=O)c1c(C)[nH]c(C=C2C(=O)CCCC2=O)c1O returned TIM10 inh 5.9, tim23-1 inh 15.1, Mdm2 MdmX PPI -19.0, CHOP UPR activ 5.3, tim10-1 inh 5.3, UPR XBP1 act -0.5, APJ agonist 3.4, GRIN3A LBD mod -1.5 and NALP3 yeast inh 14.5.
Screening COc1ccc([N+](=O)[O-])cc1NC(=O)CCS(=O)(=O)c1ccc(Br)cc1 returned TIM10 inh -6.3, tim23-1 inh 17.8, Mdm2 MdmX PPI 2.2, CHOP UPR activ -0.2, tim10-1 inh 14.0, UPR XBP1 act -4.4, APJ agonist 0.6, GRIN3A LBD mod -32.3 and NALP3 yeast inh 6.3.
`Cc1cccc(C)c1Nc1nnc(SCC(=O)Nc2ncc(C(F)(F)F)cc2Cl)s1` gave TIM10 inh 18.4, tim23-1 inh 16.7, Mdm2 MdmX PPI -14.0, CHOP UPR activ 3.0, tim10-1 inh 18.3, UPR XBP1 act -0.2, APJ agonist 0.0, GRIN3A LBD mod 11.5* and NALP3 yeast inh 7.7.
`O=C(Nc1ccc(C(=O)N2CCCCC2)cc1)c1ccc(Br)cc1` gave TIM10 inh 6.1, tim23-1 inh 25.2, Mdm2 MdmX PPI 0.4, CHOP UPR activ -1.4, tim10-1 inh 37.1, UPR XBP1 act -3.9, APJ agonist -0.8, GRIN3A LBD mod -0.2 and NALP3 yeast inh 19.2.
`COc1ccc(SCCCn2c(=O)c3c(ncn3C)n(C)c2=O)cc1` gave TIM10 inh 16.5, tim23-1 inh 22.8, Mdm2 MdmX PPI 16.1, CHOP UPR activ 2.6, tim10-1 inh 3.4, UPR XBP1 act -3.6, APJ agonist 0.0, GRIN3A LBD mod -3.5 and NALP3 yeast inh 2.4.
Screening O=C(N/N=C/c1ccc[nH]1)c1ccc([N+](=O)[O-])cc1 returned TIM10 inh 10.4, tim23-1 inh 5.9, Mdm2 MdmX PPI 18.2, CHOP UPR activ 3.1, tim10-1 inh 10.1, UPR XBP1 act -1.9, APJ agonist 2.9, GRIN3A LBD mod 0.6 and NALP3 yeast inh 13.0.
Screening O=C(CNS(=O)(=O)c1c(F)cccc1F)NC1CCCc2ccccc21 (stereo not drawn) returned TIM10 inh 3.6, tim23-1 inh 14.6, Mdm2 MdmX PPI 22.2, CHOP UPR activ -1.9, tim10-1 inh 11.0, UPR XBP1 act -1.3, APJ agonist -0.4, GRIN3A LBD mod -3.5 and NALP3 yeast inh 10.8.
Screening Cc1ccccc1NC(=S)N(Cc1cccnc1)Cc1ccccc1Cl returned TIM10 inh 16.3, tim23-1 inh 18.9, Mdm2 MdmX PPI 6.1, CHOP UPR activ -0.4, tim10-1 inh 21.8, UPR XBP1 act -3.1, APJ agonist -0.4, GRIN3A LBD mod 0.6 and NALP3 yeast inh 6.4.
Cc1[nH]nc(N=Cc2c(O)n(C)c(=O)n(C)c2=O)c1-c1ccccc1 was read as TIM10 inh 9.1, tim23-1 inh 3.6, Mdm2 MdmX PPI 7.6, CHOP UPR activ -0.1, tim10-1 inh 4.6, UPR XBP1 act -0.6, APJ agonist -1.1, GRIN3A LBD mod 0.3 and NALP3 yeast inh 1.9.
